Screening data: PubChem BioAssay, Broad Institute
TcdB inh – TcdB glycohydrolase inhibition. inhibition, % at 9.99 µM. P18177. hit rate 0.24% among 350,000. AID 652162. TcdB glycohydrolase enzymatic assay, plate reader; in the data active = inhibition above about 10%
* hit, by the source's call. An excerpt (hit frequency here may not be typical).

SMILES | TcdB inh
C[C@@H]1CN([C@H](C)CO)C(=O)CCCn2nncc2CO[C@H]1CN(C)Cc1ccc2c(c1)OCCN2C | -4.3
O=C(N[C@H]1CC[C@@H](CC(=O)N2CCN(c3ccccc3)CC2)O[C@H]1CO)c1ccncc1 | -0.7
N#C[C@@H]1[C@@H](c2ccc(C3=CCCCC3)cc2)[C@H](CO)N1C(=O)NC1CCCCC1 | -0.4
CN(C)CCCNC(=O)C[C@@H]1CC[C@H](NS(=O)(=O)c2ccccc2)[C@@H](CO)O1 | -1.5
O=C(C1CCC1)N1CCCCN2[C@@H](CO)[C@@H](c3ccc(C#CC4CCCC4)cc3)[C@@H]2C1 | -0.8
Cc1noc(C)c1NC(=O)N[C@@H]1CC[C@H](CC(=O)Nc2ccc(-c3ccccc3)cc2)O[C@H]1CO | -5.6
O=C([C@@H]1[C@@H](CO)[C@@H]2Cn3c(cccc3=O)[C@@H]2N1Cc1ccccc1Cl)N1CCCCC1 | 0.6
COc1cccc(C(=O)Nc2ccc3c(c2)C(=O)N(C)[C@@H]2CC[C@@H](CC(=O)NCC4CC4)O[C@@H]2CO3)c1 | 1.7
C[C@H]1CN([C@@H](C)CO)C(=O)c2cc(NC(=O)CCCN(C)C)ccc2O[C@H]1CN(C)Cc1ccc2c(c1)OCO2 | 1.6
O=C(C[C@H]1CC[C@@H]2[C@H](COC[C@@H](O)CN2C(=O)c2ccccc2F)O1)NCc1ccc(-c2ccccc2)cc1 | 0.5
COCC(=O)Nc1ccc2c(c1)[C@@H]1C[C@@H](CC(=O)NCc3ccc4c(c3)OCO4)O[C@@H](CO)[C@@H]1O2 | -0.3
O=C(NCc1ccccc1)c1ccc(Br)cc1[N+](=O)[O-] | 0.4
C[C@H](CO)N1C[C@H](C)[C@@H](CN(C)CC2CCCCC2)Oc2ccc(NC(=O)Nc3ccccc3)cc2C1=O | -0.4
CO[C@@H]1CN(C)C(=O)c2cc(NC(=O)c3cnccn3)ccc2OC[C@@H](C)N(C(=O)C2CC2)C[C@@H]1C | -0.2
C[C@@H]1CN([C@@H](C)CO)C(=O)Cc2cc(NS(=O)(=O)c3ccc(Cl)cc3)ccc2O[C@@H]1CN(C)S(=O)(=O)c1ccccc1 | 0.2

Next section, overlapping the part above by 2 compounds.
SMILES | TcdB inh
CO[C@@H]1CN(C)C(=O)c2cc(NC(=O)c3cnccn3)ccc2OC[C@@H](C)N(C(=O)C2CC2)C[C@@H]1C | -0.2
C[C@@H]1CN([C@@H](C)CO)C(=O)Cc2cc(NS(=O)(=O)c3ccc(Cl)cc3)ccc2O[C@@H]1CN(C)S(=O)(=O)c1ccccc1 | 0.2
CO[C@H]1CN(C)C(=O)c2cc(NC(=O)C3CCCCC3)ccc2OC[C@H](C)N(C(=O)c2ccccc2)C[C@@H]1C | 0.4
COc1ccc(NC(=O)N(C)C[C@H]2Oc3c(NC(=O)c4cnccn4)cccc3C(=O)N([C@@H](C)CO)C[C@H]2C)cc1 | 0.8
CCC(=O)N(C)C[C@H]1Oc2cc(-c3ccccc3OC)ccc2S(=O)(=O)N([C@@H](C)CO)C[C@@H]1C | 0.8
COc1ccc2c3c([nH]c2c1)[C@H](CO)N(S(=O)(=O)c1cn(C)cn1)CC31CCN(Cc2ccccc2F)CC1 | -0.1
O=C(C[C@@H]1C=C[C@H](NC(=O)c2ccccc2)[C@@H](CO)O1)NCc1ccncn1 | -0.4
C[C@H](CO)N1C[C@H](C)[C@@H](CN(C)C(=O)C2CCCCC2)OCCCC[C@H](C)Oc2ccc(NS(=O)(=O)c3cn(C)cn3)cc2C1=O | -0.7
COc1ccc([Si](C)(C)[C@H]2[C@H](CCO)O[C@@]3(C(=O)N(Cc4ccc(N5CCCCC5=O)cc4)c4ccccc43)[C@@H]2C)cc1 | 0.5
C[C@@H]1CN([C@H](C)CO)S(=O)(=O)c2ccc(-c3cncnc3)cc2O[C@@H]1CN(C)C(=O)Cc1cccnc1 | -7.1
O=C(Cc1ccncc1)NCC[C@H]1CC[C@@H](NC(=O)C2CCOCC2)[C@H](CO)O1 | -0.1
Cc1ccc(S(=O)(=O)N(C)C[C@H]2OCCCC[C@@H](C)Oc3ccc(NC(=O)CCCN(C)C)cc3C(=O)N([C@@H](C)CO)C[C@@H]2C)cc1 | 0.1
O=C1O[C@@H](c2ccccc2)[C@@H](c2ccccc2)N2[C@@H](c3ccc(OCCO)cc3)[C@]3(C(=O)Nc4ccc(C#CC5=CCCCC5)cc43)[C@@H](C(=O)N3CCCCCCC3)[C@H]12 | 2.3
O=C(C[C@@H]1C=C[C@@H](NC(=O)c2ccncc2)[C@H](CO)O1)NCCc1ccncc1 | -4.1
CCCC(=O)Nc1ccc2c(c1)C(=O)N(C)[C@@H]1CC[C@H](CC(=O)NC3CCCC3)O[C@@H]1CO2 | -1.2
CCCNC(=O)C[C@@H]1CC[C@@H]2[C@H](COC[C@H](O)CN2Cc2cccc(F)c2)O1 | -0.1
Cc1ccc(S(=O)(=O)N(C)C[C@H]2Oc3ccc(NC(=O)CCCCCC(=O)Nc4ccccc4N)cc3CC(=O)N([C@@H](C)CO)C[C@H]2C)cc1 | 0.3
O=C(c1ccccc1)N1Cc2ccccc2C[C@]2(N=C(c3ccc(OCCCO)cc3)O[C@@H]2c2ccccc2)C1=O | 0.8
CCC(=O)Nc1ccc2c(c1)C(=O)N(C)C[C@H](OC)[C@@H](C)CN(C(=O)Cc1ccccn1)[C@@H](C)CO2 | 0.8
CC(C)NC(=O)N(C)C[C@H]1Oc2ccc(NC(=O)CCC(F)(F)F)cc2CC(=O)N([C@H](C)CO)C[C@H]1C | 1.2
COc1ccccc1-c1cn(CC[C@@H]2CC[C@@H](NC(=O)c3ccccc3F)[C@@H](CO)O2)nn1 | 0.5
COc1ccc2c3c([nH]c2c1)[C@@H](CO)N(C)CC31CCN(C(=O)CN(C)C)CC1 | 1.6
C[C@H]1CN([C@@H](C)CO)C(=O)c2cc(-c3ccc(F)cc3)cnc2O[C@H]1CN(C)C(=O)c1ccc(F)cc1 | -1.0
CCS(=O)(=O)NCC[C@@H]1CC[C@@H](NS(=O)(=O)c2cccc(F)c2)[C@@H](CO)O1 | -0.5
CC=Cc1ccc2n(c1=O)C[C@@H]1[C@@H](CO)[C@H](C(=O)NCCC)[C@H]2N1C(=O)C1CCCC1 (mixture of isomers) | 1.2
COc1ccc2c3c([nH]c2c1)[C@@H](CO)N(Cc1ccccc1)CC31CCN(C(=O)c2cccnc2)CC1 | 0.1
O=C(C[C@@H]1CC[C@@H]2[C@H](COC[C@H](O)CN2C(=O)c2ccccn2)O1)N1CCN(c2ccccc2)CC1 | 1.4
COCCNC(=O)[C@@H]1[C@@H](CO)[C@@H]2Cn3c(ccc(-c4ccc(F)cc4)c3=O)[C@H]1N2C | -0.4
CC(C)NC(=O)N[C@H]1CC[C@H](CCn2cc(-c3ccc(F)cc3)nn2)O[C@@H]1CO | 0.4
Cc1ccc(S(=O)(=O)N2C[C@@H](O)COC[C@@H]3O[C@@H](CC(=O)NCCN4CCCCC4)CC[C@H]32)cc1 | 0.2
COc1ccc(NC(=O)N2CCCCN3[C@H](CO)[C@@H](c4ccc(C5=CCCC5)cc4)[C@@H]3C2)cc1 | -2.0
CCCNC(=O)[C@H]1[C@H](CO)[C@H]2Cn3c(ccc(-c4ccc(F)cc4)c3=O)[C@@H]1N2C | 2.6
C[C@@H]1CN([C@H](C)CO)C(=O)c2cc(NC(=O)CCCN(C)C)ccc2O[C@H]1CN(C)S(=O)(=O)c1ccccc1 | -1.6
COc1cccc(S(=O)(=O)N(C)C[C@@H]2Oc3ncc(C#CCC(C)C)cc3C(=O)N([C@H](C)CO)C[C@@H]2C)c1 | -1.0
COc1ccc(-c2ccc3c(c2)[C@H]2[C@H](CCN2C(=O)c2cccc(F)c2)[C@@H](CO)N3)cc1 | 0.4
CCCC#Cc1ccc2c(c1)O[C@H](CN(C)C(=O)c1ccccc1)[C@H](C)CN([C@@H](C)CO)S2(=O)=O | -0.4
O=C(c1ccccc1)N1CC2(C1)[C@H](c1ccccc1)[C@H](CO)N2CC1CC1 | -0.5
CNC(=O)C[C@@H]1CC[C@H]2[C@@H](COC[C@H](O)CN2Cc2ccncc2)O1 | -0.3
C[C@H]1CCCCO[C@H](CN(C)C(=O)Nc2ccccc2)[C@@H](C)CN([C@@H](C)CO)C(=O)c2cc(NS(=O)(=O)c3cn(C)cn3)ccc2O1 | 1.4
CNC[C@H]1OCCCC[C@H](C)Oc2ccc(NS(C)(=O)=O)cc2C(=O)N([C@@H](C)CO)C[C@@H]1C | -0.8
O=C(C[C@@H]1CC[C@@H]2[C@H](COC[C@H](O)CN2C(=O)Nc2ccc(F)cc2)O1)NCCc1ccccc1 | -0.1
C[C@@H]1CN([C@H](C)CO)C(=O)c2cccc(NC(=O)NC3CCCCC3)c2O[C@@H]1CN(C)C(=O)Nc1ccccc1 | 1.7
O=C(Nc1ccccc1F)N1CCCCN2[C@H](CO)[C@H](c3ccc(-c4cccnc4)cc3)[C@@H]2C1 | 0.3
O=C(C[C@@H]1CC[C@@H]2[C@H](COC[C@H](O)CN2C(=O)c2ccc(F)cc2)O1)NCCCN1CCOCC1 | -1.4
CO[C@H]1CN(C)C(=O)c2cc(NS(=O)(=O)c3cccc(C)c3)ccc2OC[C@H](C)NC[C@H]1C | -0.7
Cc1noc(C)c1NC(=O)N(C)C[C@@H]1Oc2ccc(NC(=O)C3CC3)cc2C(=O)N([C@@H](C)CO)C[C@H]1C | 0.2
CO[C@@H]1CN(C)C(=O)c2cc(NC(=O)c3cnccn3)ccc2OC[C@@H](C)NC[C@H]1C | -1.3

A portion taken from the entries so far, for reference:
SMILES | TcdB inh
O=C(C[C@@H]1CC[C@@H]2[C@H](COC[C@H](O)CN2C(=O)c2ccc(F)cc2)O1)NCCCN1CCOCC1 | -1.4
CO[C@H]1CN(C)C(=O)c2cc(NS(=O)(=O)c3cccc(C)c3)ccc2OC[C@H](C)NC[C@H]1C | -0.7
Cc1noc(C)c1NC(=O)N(C)C[C@@H]1Oc2ccc(NC(=O)C3CC3)cc2C(=O)N([C@@H](C)CO)C[C@H]1C | 0.2
CO[C@@H]1CN(C)C(=O)c2cc(NC(=O)c3cnccn3)ccc2OC[C@@H](C)NC[C@H]1C | -1.3

(continued)
SMILES | TcdB inh
COc1ccc(-c2cn(CC[C@@H]3CC[C@H](NC(=O)Nc4ccc(F)cc4)[C@H](CO)O3)nn2)cc1 | 4.3
CCCNC(=O)Nc1ccc2c(c1)OC[C@H](C)N(C(=O)C1CCC1)C[C@H](C)[C@@H](OC)CN(C)C2=O | 0.4
CCC(=O)N1C[C@@H]2[C@H](c3ccccc31)[C@H](CO)N2C(=O)CC1CC1 | -0.6
O=C(Cc1ccccc1)N1CCCCN2[C@@H](CO)[C@@H](c3ccc(-c4ccccc4)cc3)[C@@H]2C1 | 0.0
CO[C@H]1CN(C)C(=O)c2ccc(NC(C)=O)cc2OC[C@H](C)N(Cc2ccncc2)C[C@@H]1C | -0.3
CCN(C[C@H]1[C@H](c2ccccc2)[C@@H](CO)N1CC1CC1)C(=O)c1cccc(F)c1 | 1.5
C[C@@H]1CN([C@H](C)CO)C(=O)c2cccc(NC(=O)Nc3cccc4ccccc34)c2O[C@H]1CN(C)S(C)(=O)=O | 0.6
COCC#Cc1cnc2c(c1)C(=O)N([C@H](C)CO)C[C@@H](C)[C@@H](CN(C)C(=O)Nc1ccccc1OC)O2 | -0.5
C[C@H]1CN([C@@H](C)CO)C(=O)c2cc(NC(=O)Cc3cn(C)c4ccccc34)ccc2O[C@H]1CN(C)Cc1ccncc1 | 0.6
O=C(C1CCC1)N1CCCCN2[C@@H](CO)[C@@H](c3ccc(-c4cccc(F)c4)cc3)[C@@H]2C1 | 1.1
C[C@H]1CN([C@@H](C)CO)C(=O)Cc2cc(NS(=O)(=O)c3ccc(Cl)cc3)ccc2O[C@@H]1CN(C)S(=O)(=O)c1ccccc1 | -0.3
C[C@@H]1CN([C@@H](C)CO)C(=O)c2cc(NC(=O)CCN3CCOCC3)ccc2O[C@@H]1CN(C)C(=O)Nc1cccc2ccccc12 | -6.2
C[C@H](CO)N1C[C@H](C)[C@H](CN(C)S(=O)(=O)c2ccccc2)Oc2c(NC(=O)Nc3ccccc3)cccc2C1=O | -0.3
C[C@@H]1CN([C@@H](C)CO)C(=O)c2cc(NC(=O)Cn3cnnn3)ccc2O[C@@H]1CN(C)C(=O)Nc1ccc(C(F)(F)F)cc1 | -0.6
CCC(=O)N1[C@@H]2c3cccc(=O)n3C[C@@H]2[C@@H](CO)[C@@H]1C(=O)N1CCCCC1 | -1.0

7 compounds picked at random from the list so far:
SMILES | TcdB inh
COc1ccc(-c2cn(CC[C@@H]3CC[C@H](NC(=O)Nc4ccc(F)cc4)[C@H](CO)O3)nn2)cc1 | 4.3
C[C@@H]1CN([C@@H](C)CO)C(=O)c2cc(NC(=O)Cn3cnnn3)ccc2O[C@@H]1CN(C)C(=O)Nc1ccc(C(F)(F)F)cc1 | -0.6
O=C(C1CCC1)N1CCCCN2[C@@H](CO)[C@@H](c3ccc(-c4cccc(F)c4)cc3)[C@@H]2C1 | 1.1
C[C@@H]1CN([C@H](C)CO)C(=O)c2cccc(NC(=O)Nc3cccc4ccccc34)c2O[C@H]1CN(C)S(C)(=O)=O | 0.6
CCN(C[C@H]1[C@H](c2ccccc2)[C@@H](CO)N1CC1CC1)C(=O)c1cccc(F)c1 | 1.5
CCCNC(=O)Nc1ccc2c(c1)OC[C@H](C)N(C(=O)C1CCC1)C[C@H](C)[C@@H](OC)CN(C)C2=O | 0.4
COCC#Cc1cnc2c(c1)C(=O)N([C@H](C)CO)C[C@@H](C)[C@@H](CN(C)C(=O)Nc1ccccc1OC)O2 | -0.5

More compounds follow:
SMILES | TcdB inh
CCC(=O)NC[C@@H]1[C@@H](c2ccc(-c3cccc(F)c3)cc2)[C@@H](CO)N1C(=O)CC | 0.9
O=C(NCC[C@@H]1CC[C@@H](NC(=O)C2CCCC2)[C@H](CO)O1)c1ccc(F)cc1 | 0.0
NCC[C@H]1CC[C@@H](NC(=O)Nc2ccc(F)cc2)[C@@H](CO)O1 | 0.5
Cc1noc(C)c1NC(=O)Nc1ccc2c(c1)C(=O)N([C@@H](C)CO)C[C@@H](C)[C@H](CN(C)S(=O)(=O)c1ccc(F)cc1)OCCCC[C@H](C)O2 | 1.4
CC(=O)N(C)C[C@H]1Oc2cc(C#CC(C)(C)O)ccc2S(=O)(=O)N([C@@H](C)CO)C[C@H]1C | -0.5
O=C(C[C@@H]1C[C@@H]2c3cc(NC(=O)NC4CCCC4)ccc3O[C@@H]2[C@@H](CO)O1)NCc1ccccn1 | 1.2
CN1[C@@H]2c3ccc(-c4ccccc4)c(=O)n3C[C@H]1[C@H](CO)[C@H]2C(=O)NCCc1ccccc1 | 0.0
